Screening results: PubChem BioAssay, several laboratories
CIT2 TOR yeast: modulators of CIT2-GFP expression in yeast, primary screen, S. cerevisiae, GFP fusion, multiplex flow cytometry, MLPCN library; S. cerevisiae CIT2-GFP strain, 3 h; 100 means same as DMSO wells; 320,000 compounds, 0.065% hits; AID 2029, 2009; GFP response vs DMSO, % at 10 µM;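 active means GFP response relative to DMSO above a set limit, near the screen mean plus 3 SD, cut at about 150% in these data; inconclusive means Fewer than 70 cells measured for a yeast strain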;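 further: ratio of well median GFP fluorescence to mean of DMSO wells on the plate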
RPL19A-GFP yeast: RPL19A-GFP expression modulators in yeast, primary screen, cell-based, S. cerevisiae, multiplex flow cytometry, MLPCN. S. cerevisiae RPL19A-GFP strain, 3 h; active compounds read low. percent response vs DMSO, % at 10 µM. 330,000 compounds, 0.3% hits;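 active means percent response vs DMSO below 50%; inconclusive means fewer than 70 events counted for the yeast strain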;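 further: median channel GFP fluorescence of the barcoded RPL19A-GFP strain; ratio of sample median GFP to plate DMSO average so 100% = DMSO; lower means less RPL19A-GFP as with rapamycin TOR inhibition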
proCasp7 act: procaspase-7 activators, primary screen, counter-screen for procaspase-3 activator project, biochemical, absorbance, HTS, human. Caspase-7 (Homo sapiens), P55210. recombinant procaspase-7, Ac-DEVD-pNA absorbance 405 nm; D23A/D198A/D206A triple mutant, cannot self-cleave; scale: DMSO 0, 5 µM enzyme 100. activation, % at 8.5 µM. AID 463210, 2010. 330,000 compounds, 0.093% hits;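 active means percent activation above the screen-wide mean plus 3 SD, cut at about 25% in these data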
Target sequence (P55210 whole entry D23A/D198A/D206A): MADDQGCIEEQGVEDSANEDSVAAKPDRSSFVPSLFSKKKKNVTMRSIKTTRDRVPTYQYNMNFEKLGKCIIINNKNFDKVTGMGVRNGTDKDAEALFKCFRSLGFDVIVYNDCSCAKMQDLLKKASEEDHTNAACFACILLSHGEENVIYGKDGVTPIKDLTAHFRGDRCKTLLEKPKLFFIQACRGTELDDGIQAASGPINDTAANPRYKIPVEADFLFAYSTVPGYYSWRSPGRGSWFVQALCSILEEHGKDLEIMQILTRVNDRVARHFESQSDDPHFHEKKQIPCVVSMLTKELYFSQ
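System: Uncleavable procaspase-7 mutant enzyme; Amount: 2 µM procaspase-7 mutant as dispensed; Schedule: 1 h compound preincubation, 2 h substrate cleavage, 25 °C; Measured by: 405 nm absorbance of p-nitroaniline; Evaluation: percent activation from buffer-corrected 0–120 min absorbance change; Control set: low DMSO alone, high DMSO plus 5 µM PC-7.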
AGP1 TOR yeast: modulators of AGP1-GFP expression in yeast TOR pathway, primary screen, cell-based, multiplex flow cytometry, S. cerevisiae, MLPCN library; 3 h; GFP as percent of DMSO wells; GFP response vs DMSO, % at 10 µM; 320,000 compounds, 0.02% hits;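 active means GFP response relative to DMSO above a set limit, near screen average plus 3 SD, cut at about 150% in these data; inconclusive means fewer than 70 cells counted for the yeast strain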;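 further: median GFP channel fluorescence of the gated AGP1 strain per well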
MEP2 TOR yeast: modulators of MEP2-GFP levels in yeast, primary screen, S. cerevisiae, multiplex flow cytometry, MLPCN library; S. cerevisiae MEP2-GFP strain, 3 h; 100% = DMSO control level; GFP response vs DMSO, % at 10 µM; 330,000 compounds, 0.51% hits; AID 2016, 2009;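 active means GFP response versus DMSO above a set limit, roughly screen mean plus 3 SD, cut at about 180% in these data; inconclusive means fewer than 70 cells counted for a yeast strain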;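 further: median GFP fluorescence of the barcode-gated MEP2-GFP cells per well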
LAP4 TOR yeast: modulators of LAP4-GFP expression in yeast, primary screen, S. cerevisiae, multiplex flow cytometry, MLPCN library; 3 h; median GFP as percent of DMSO wells; GFP response vs DMSO, % at 10 µM; 320,000 compounds, 0.34% hits;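 active means GFP response vs DMSO above a set limit, about the screen mean plus 3 SD, cut at about 150% in these data; inconclusive means under 70 cell events counted for the yeast strain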
AHR activator: AHR activators, primary screen, cell-based, luminescence, luciferase reporter, human; AID 2796, 2010; AHR-responsive luciferase reporter cells; 320,000 compounds, 2.5% hits; Aryl hydrocarbon receptor (Homo sapiens), P35869; activation, % at 5 µM; in the data active means activation above about 47%;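 further: 0% = vehicle wells and 100% = reference agonist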
procasp3 activ: activators of human procaspase-3 D3A mutant, primary screen, biochemical, absorbance, PC-3 D3A mutant, single concentration | AID 463141, 2010 | recombinant procaspase-3 D3A, Ac-DEVD-pNA absorbance 405 nm | 330,000 compounds, 0.11% hits | Caspase-3 (Homo sapiens), P42574 | activation, % at 8.5 µM;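 active means activation above the mean of all tested compounds plus 3 SD, cut at about 21% in these data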;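 further: 0% = DMSO alone and 100% = DMSO wells spiked with extra 5 µM PC-3 D3A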
Target sequence (P42574 whole entry D9A/D28A/D175A): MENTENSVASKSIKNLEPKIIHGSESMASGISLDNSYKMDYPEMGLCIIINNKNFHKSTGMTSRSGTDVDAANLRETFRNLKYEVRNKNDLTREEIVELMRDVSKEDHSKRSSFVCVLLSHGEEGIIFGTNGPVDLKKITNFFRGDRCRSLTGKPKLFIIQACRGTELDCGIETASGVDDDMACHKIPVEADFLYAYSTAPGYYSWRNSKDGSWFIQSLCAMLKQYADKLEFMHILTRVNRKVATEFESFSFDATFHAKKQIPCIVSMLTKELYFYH
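Assay system: Procaspase-3 D3A mutant, all three cleavage aspartates alanine. Buffer or medium: Zinc-free HEPES saline buffer with Triton X-100. Times: 1 h compound preincubation, 2 h substrate hydrolysis at 25 °C. Measured by: 405 nm absorbance of p-nitroaniline, reads at 0 and 120 min. Read-out basis: percent activation relative to control range. Replicates: singlicate.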
An asterisk follows results filed as active; ? = inconclusive; nt = no result given; [ ] = another dose, or the depositor's remark. Compounds were not picked by outcome (roughly 3.5% active in at least one column).

Preview (2 entries):
SMILES	CIT2 TOR yeast	RPL19A-GFP yeast	proCasp7 act	AGP1 TOR yeast	MEP2 TOR yeast	LAP4 TOR yeast	AHR activator	procasp3 activ
Cc1ccc(C(=O)Nc2ccccc2C(=O)NCc2ccccc2)cc1	96.4	110.3	-1.0	101.4	114.6	112.4	2.7	-8.1
COC(=O)C(Cc1c[nH]c2ccccc12)NC(=O)C(=O)c1c[nH]c2ccccc12 (configuration not stated)	94.1	99.3	6.3	103.1	97.3	102.3	7.3	-1.1

Results, repeating the preview:
SMILES	CIT2 TOR yeast	RPL19A-GFP yeast	proCasp7 act	AGP1 TOR yeast	MEP2 TOR yeast	LAP4 TOR yeast	AHR activator	procasp3 activ
Cc1ccc(C(=O)Nc2ccccc2C(=O)NCc2ccccc2)cc1	96.4	110.3	-1.0	101.4	114.6	112.4	2.7	-8.1
COC(=O)C(Cc1c[nH]c2ccccc12)NC(=O)C(=O)c1c[nH]c2ccccc12 (configuration not stated)	94.1	99.3	6.3	103.1	97.3	102.3	7.3	-1.1
CCCSc1nc(=O)n2cccc(C)c2n1	101.1	99.5	9.9	98.5	104.1	92.8	3.0	-0.4
Cn1ncc(-c2ccno2)c1C(=O)O	90.8	88.7	17.3	nt	95.3	94.0	-0.2	-4.5
COc1ccc(N(CC(=O)N2CCCCCC2)S(=O)(=O)c2ccc(OC)c(OC)c2)cc1	105.8	102.6	4.2	102.4	97.9	90.0	0.4	13.3
Cc1nc(NC(=O)CCl)sc1C(=O)N(C)C	94.4	89.0	0.9	94.5	89.9	98.2	-0.1	5.6
N#CCCN1CCn2c1nc1ccccc12	88.8	96.7	-0.1	101.8	91.3	96.7	0.4	1.7
Cc1ccc(S(=O)(=O)N2CCC(C(=O)NCCCN3CCCCCC3)CC2)cc1	103.0	101.0	-0.7	103.8	98.7	96.9	-3.8	2.3
Cc1ccc(CN2CCS(=O)(=O)CC2)o1	100.1	102.9	-7.8	102.7	104.4	98.7	5.0	1.9
CC(=O)Nc1ccc(NC(=O)CNC(=O)COc2ccccc2)cc1	100.9	104.2	-4.7	101.8	101.6	110.0	0.0	0.2
Cc1nc(=O)c(-c2ccccc2)c(C)n1Cc1ccccc1	104.0	103.0	3.2	105.2	107.1	103.1	2.5	0.7
CS(=O)(=O)c1ncc(Cl)c(C(=O)Nc2ccc(N3CCOCC3)cc2)n1	99.3	96.5	2.5	99.9	103.9	100.5	-4.7	-0.5
COc1cccc(-c2nc(=S)c3c(o2)CCCC3)c1	93.3	91.6	2.8	92.3	98.7	97.2	6.4	3.1
CCOC(=O)c1c(C)n(CC(O)CN(C)C)c2cc(Br)c(OC)cc12 (configuration not stated)	102.0	104.0	-5.9	100.4	102.6	87.7	3.3	0.2
COc1ccc(C(C(=O)NC(C)(C)C)N(C(=O)CCC(=O)Nc2cc(C)on2)c2ccc(C)c(C)c2)cc1 (configuration not stated)	?	56.8[may fluoresce violet]	12.0	?	319.2*[may fluoresce violet]	86.4[may fluoresce violet]	-0.8	6.1
Cc1ccc(Oc2nc(-c3cccnc3)nc3ccccc23)c([N+](=O)[O-])n1	95.5	94.3	8.4	97.2	100.4	105.7	8.4	4.5
COc1cccc(-n2nnnc2SCC(=O)NC2CCCCC2)c1	97.0	104.5	-6.1	97.9	103.5	90.0	2.1	5.6
CCOC(=O)C1CCN(Cc2ccc(N(C)C)cc2)CC1	103.8	106.6	15.0	108.6	110.8	106.3	-2.6	-4.3
O=C(Nc1ccc2c(c1)OCO2)C1CC(c2cccc(Br)c2)=NO1 (configuration not stated)	95.7	99.9	7.4	95.1	102.4	100.7	14.6	-4.3
CCOc1ccc(C2c3[nH]c4ccccc4c3CCN2Cc2cn(CC)nc2C)cc1 (configuration not stated)	99.0	99.7	-2.2	101.1	101.2	97.9	58.7*	-5.0
CCCC(C)C(=O)Nc1cccc(NC(C)=O)c1 (configuration not stated)	105.2	100.1	11.4	100.2	101.3	100.0	10.6	1.5
COc1ccc(C(=O)NC(=S)N2CCCc3ccccc32)cc1OC	108.0	104.2	2.1	101.9	104.7	106.1	4.5	-3.6
COc1ccccc1NS(=O)(=O)c1cc(C(=O)N2CCN(C/C=C/c3ccccc3)CC2)ccc1C	100.2	93.5	5.4	95.4	92.6	90.9	6.0	1.5
COc1cc(OC)cc(OC(=O)C2CCN(C3=NS(=O)(=O)c4ccccc43)CC2)c1	91.2	92.0	10.8	88.0	104.9	95.4	0.1	-2.8
CCOC(=O)c1ccc(Nc2nnc(C(C)(C)C)c(=O)[nH]2)cc1	95.6	98.3	-2.7	99.8	104.6	97.7	3.1	1.3
CCNc1ccc(C(=O)OCC)cc1NC(=O)c1cccc(S(=O)(=O)N(C)c2ccccc2)c1	100.5	102.9	-0.2	98.3	105.4	105.2	3.5	7.7
COc1ccc(/C=N/NC(=O)c2ccccc2O)cc1Cn1cc([N+](=O)[O-])cn1	108.0	105.4	10.6	106.0	105.7	99.2	4.2	12.9
Cc1[nH]n(-c2ccc([N+](=O)[O-])cc2)c(=O)c1C=NCCN1CCN(C(=O)C(C)C)CC1	100.9	103.2	0.7	102.9	99.6	111.2	6.2	1.6
O=C(O)/C=C\C(=O)Nc1ccccc1F	93.2	101.9	-15.8	96.9	90.3	94.9	-2.4	-10.7
Cc1ccc(S(=O)(=O)CCC(=O)NCCc2ccccc2)cc1	93.9	99.0	1.7	101.7	101.3	94.9	0.8	-7.9
O=C(c1cc2ccccc2o1)N1CCN(c2ccccn2)CC1	96.7	100.2	3.7	97.6	92.8	92.1	6.6	-2.7
N#C/C(=C/c1ccc(CNS(=O)(=O)c2ccccc2)o1)C(N)=O	108.1	104.0	-2.1	108.5	100.2	102.8	6.2	-8.6
CS(=O)(=O)Nc1ccccc1NS(C)(=O)=O	92.9	97.1	-3.6	103.9	106.9	106.9	1.7	3.0
O=C(NCc1cccc2ccsc12)c1cccs1	92.4	94.3	4.7	87.2	93.3	100.1	4.8	-1.3
OCCCc1nc2n(n1)C(c1cccs1)C=C(c1ccc(Br)cc1)N2 (configuration not stated)	97.0	97.6	2.9	90.7	103.2	103.1	-12.3	2.1
CC(C)CC(=O)NCc1ccc(F)cc1	91.8	93.1	15.3	90.2	88.5	nt	2.5	-0.3
COC(=O)C1(c2ccccc2)NC(c2cccs2)C2C(=O)N(c3ccccc3)C(=O)C21 (configuration not stated)	107.8	99.8	7.0	103.2	117.5	104.5	-0.4	-5.4
CCc1nc2ccccc2c2nc3ccccc3n12	95.6	102.4	-12.8	97.1	101.6	103.4	51.4*	-10.5
COc1ccc(C(=O)C[n+]2ccc(-c3nnc4n3CCC4)cc2)cc1	98.2	99.5	-1.4	101.6	94.1	95.1	-6.0	-9.1
CC(C)(C)NC(=O)CN(C(=O)CNC(=O)c1cccs1)c1ccccc1F	95.8	94.4	8.6	94.7	102.9	97.2	0.5	8.1
COC(=O)c1c(N)n(CCCN2CCOCC2)c2nc3ccccc3nc12	102.0	95.1	-3.5	89.2	98.2	93.1	4.7	1.7
CCn1c(/C=C/N(C)c2ccccc2)[n+](CC)c2ccc(Cl)cc21	107.3	102.7	-4.7	108.5	103.6	103.7	6.2	-4.3
O=C(O)CCS(=O)(=O)c1ccccc1Cl	101.2	97.1	4.0	100.2	104.1	100.8	0.1	1.3
COc1ccccc1NC(=O)N(CCN1CCOCC1)Cc1cc2cc(C)cc(C)c2[nH]c1=O	96.0	98.5	1.3	98.5	98.2	97.7	22.7	-8.0
Cc1nnc(-c2ccccc2)c[n+]1[O-]	95.1	99.4	4.7	97.8	100.0	98.7	-0.8	4.3
Cc1ccc(C(=O)COC(=O)c2ccc3c(c2)C(=O)N(c2cccc4ncccc24)C3=O)cc1	86.4[may fluoresce red]	?	6.4	?	96.0[may fluoresce red]	?	-1.9	0.5
CSc1ccccc1NC(=O)c1cccc(S(=O)(=O)N2CCN(C)CC2)c1	97.8	96.4	0.4	94.4	98.7	89.9	2.8	8.4
Cc1sc2nc(C3CC3)nc(SCC(=O)N3CC(=O)Nc4ccccc43)c2c1C	99.0	98.9	6.1	107.7	103.3	93.3	12.8	6.2
CCN(CC)S(=O)(=O)c1ccc2[nH]c(=O)[nH]c2c1	93.7	95.0	6.3	95.9	94.5	97.2	0.0	-2.0
CCC(=O)N1c2ccccc2NC2=C(C(=O)CC(C)(C)C2)C1c1cccnc1 (configuration not stated)	103.4	100.6	3.0	103.3	109.4	94.5	-1.1	-0.7
O=C(Nc1ccc(N2CCN(Cc3ccccc3F)CC2)cc1)c1ccc([N+](=O)[O-])o1	104.1	103.1	-3.2	102.9	96.3	100.5	-4.0	-5.1
COc1ccc(-c2oc3ccc(-c4cc(OC)c(OC)c(OC)c4)cc3c2C#Cc2ccccn2)cc1	97.0	94.2	3.2	95.7	97.2	96.0	1.4	6.3
O=c1[nH]c2ccc(Cl)cc2c(-c2ccccc2)c1N1CCN(CCO)CC1	105.7	99.6	-3.7	99.8	105.8	96.4	4.6	-5.6
COc1ccccc1CNC(=O)C1CCC(CNS(=O)(=O)c2ccc(C)cc2)CC1 (configuration not stated)	91.2	97.6	5.5	87.2	102.6	94.5	10.7	4.3
Cc1nn(C)c(C)c1NC(=O)COc1ccccc1C#N	107.2	101.1	8.2	106.0	104.6	106.7	0.1	-5.8
Cc1cccc(-c2nc(CN3CCN(C(=O)C4CCCO4)CC3)cs2)c1 (configuration not stated)	105.0	101.9	2.8	102.5	102.3	104.8	8.6	16.0
COc1ccc2[nH]c(=O)c(CN(C(C)=O)c3ccc(C)c(C)c3)cc2c1	103.8	102.0	-7.7	93.4	109.7	93.9	7.2	1.5
O=C(NCC1CCOCC1)C1CCC(=O)N(Cc2cccc(C(F)(F)F)c2)C1 (configuration not stated)	92.2	94.8	16.4	101.6	89.2	92.1	-1.5	-4.7
CC1COc2ccccc2N1C(=O)c1cccnc1Cl (configuration not stated)	103.6	109.7	-1.1	118.7	115.0	105.0	43.6	2.0
Cc1occc1C(=O)N1CCN(c2ccc([N+](=O)[O-])cc2)CC1	100.3	105.6	-2.2	100.4	107.9	106.1	-1.4	-7.5
CCC1CN(C(=O)N2CCC(C(=O)NCc3ccc(F)cc3)CC2)c2ccccc2O1 (configuration not stated)	109.8	103.4	6.7	107.7	109.5	104.6	5.1	5.5
O=C(Nc1ccccc1F)Nc1cc(S(=O)(=O)N2CCOCC2)ccc1N1CCCC1	106.2	98.2	0.4	108.0	103.4	104.0	17.1	6.5
O=C(O)c1ccc2nc(-c3ccccc3)c(-c3ccccc3)nc2c1	95.2	100.8	-2.8	83.6	95.5	100.5	-0.4	-2.3
